# TMEM16A inh: TMEM16A chloride channel inhibitors, primary screen, cell-based, HTS | Anoctamin-1 (Mus musculus), Q8BHY3 | HEK293 TMEM16A/YFP iodide influx fluorescence, ionomycin | normalized B-score (activity score, 25-100; higher = stronger inhibition) at 10 µM | 310,000 tested, 1.2% active;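 active = ratio plate-corrected score three or more library SD toward inhibition, starting fluorescence score within five deviations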;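 also: score derived from kinetic fluorescence span divided by baseline fluorescence per well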
# TRPC4 PAM: positive allosteric modulators of TRPC4, primary screen, cell-based, mouse TRPC4beta, HEK293 mu-opioid, Fluo-4 calcium | AID 2227, 2009 | 310,000 tested, 0.42% active | Short transient receptor potential channel 4 (Mus musculus), Q9QUQ5 | DAMGO EC20, Fluo-4 Ca2+ flux; active compounds read high | B-score at 10 µM;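 active = B-score of calcium response area above 5 SD of library B-scores, with initial fluorescence ratio within 5 SD of library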;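 also: B-score of integrated fluorescence ratio over time as area under calcium response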
# TRPC4 act: activators of mouse TRPC4 channel, primary screen, Fluo4 calcium, HEK293 TRPC4beta/mu-opioid cells | Fluo4 calcium fluorescence; active compounds read high | B-score at 10 µM | AID 2237, 2010 | 310,000 tested, 0.49% active;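 active = B-score above 5 SD of library B-scores, and initial fluorescence ratio not above library mean plus 5 SD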;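 also: positive B-score marks a calcium rise read as TRPC4 activation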
#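 Assay system: HEK293 stable line with TRPC4beta plus mu-opioid receptor. Times: dye 45 min RT, read 110 s. Measured by: kinetic Fluo4 calcium fluorescence. Measure: B score of integrated ratio. Controls: assay buffer as low control, maximal DAMGO as high control.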
# KCNQ1 act: potentiators or activators of KCNQ1 channel, primary screen, cell-based, thallium flux, high-throughput; B-score at 10 µM; AID 2648, 2010; CHO-K1 KCNQ1, thallium flux FluxOR fluorescence; active compounds read high; 310,000 tested, 0.35% active; Potassium voltage-gated channel subfamily KQT member 1 (Homo sapiens), P51787;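 active = fluorescence ratio B-score, a plate-corrected score, at least three library SD, with initial intensity B-score within 5 SD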
#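 assay system = KCNQ1-transfected CHO-K1 cells | medium = assay buffer with matched DMSO | probe or stimulus = depolarizing K+/Tl+ stimulus, K2SO4 and Tl2SO4 each 12.5 mM in 5x stock | dosing = single dose | incubation = dye 90 min, compound 20 min, room temperature | detection = kinetic FluxOR fluorescence, 10 s baseline plus 110 s post-stimulus | evaluation = ratio B score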
# ANO1 activ: TMEM16A chloride channel activators or potentiators, primary screen, cell-based, HTS | 340,000 tested, 0.3% active | B-score at 10 µM | Anoctamin-1 (Mus musculus), Q8BHY3 | AID 623877, 2012 | HEK293 TMEM16A/YFP-H148Q/I152L, iodide quench fluorescence; active compounds read low;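 active = fluorescence-ratio B-score plate-corrected deviation score at least 3 library SD below zero, with starting fluorescence score within 5 deviations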;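 also: channel opened by trigger with iodide after compound preincubation; score built on the fluorescence ratio of max minus min over baseline; more negative score means more quench and so TMEM16A activation or potentiation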
# HDAC3 inhib: HDAC3 deacetylase inhibitors, primary screen, biochemical, fluorescence, cell-free homogeneous | Histone deacetylase 3 (Homo sapiens), O15379 | recombinant HDAC3, fluorogenic peptide/trypsin coupled | inhibition, % at 8.3 µM | 320,000 tested, 0.15% active; in the data active = inhibition above about 26%, passing the limit was not always enough
# KCNK3 block: human KCNK3 channel inhibitors, primary screen, CHO cells, FluxOR thallium flux, B-score. Potassium channel subfamily K member 3 (Homo sapiens), O14649. FluxOR fluorescence; active compounds read low. B-score at 10 µM. 340,000 tested, 0.84% active;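 active = B-score under library mean minus 4 SD, starting fluorescence ratio at most library mean plus 5 SD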;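 also: more negative B-score means stronger inhibition of thallium flux through KCNK3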
# hERG protect: hERG rescue from dofetilide block, primary screen, cell-based, CHO-hERG, FluxOR thallium flux, dofetilide IC70; activation (rescue from dofetilide block), less the hit threshold, % at 10 µM; dofetilide IC70 present; AID 1511, 2009; 310,000 tested, 0.51% active; Voltage-gated inwardly rectifying potassium channel KCNH2 (Homo sapiens), Q12809;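 active = activation above the mean of controls blocked by dofetilide plus 5 SD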;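 also: thallium influx through hERG after potassium depolarization seen as dye fluorescence rise; in these data hits start at about 4.7%; inactives centre near -7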
# Target sequence (Q12809 whole entry, looked up): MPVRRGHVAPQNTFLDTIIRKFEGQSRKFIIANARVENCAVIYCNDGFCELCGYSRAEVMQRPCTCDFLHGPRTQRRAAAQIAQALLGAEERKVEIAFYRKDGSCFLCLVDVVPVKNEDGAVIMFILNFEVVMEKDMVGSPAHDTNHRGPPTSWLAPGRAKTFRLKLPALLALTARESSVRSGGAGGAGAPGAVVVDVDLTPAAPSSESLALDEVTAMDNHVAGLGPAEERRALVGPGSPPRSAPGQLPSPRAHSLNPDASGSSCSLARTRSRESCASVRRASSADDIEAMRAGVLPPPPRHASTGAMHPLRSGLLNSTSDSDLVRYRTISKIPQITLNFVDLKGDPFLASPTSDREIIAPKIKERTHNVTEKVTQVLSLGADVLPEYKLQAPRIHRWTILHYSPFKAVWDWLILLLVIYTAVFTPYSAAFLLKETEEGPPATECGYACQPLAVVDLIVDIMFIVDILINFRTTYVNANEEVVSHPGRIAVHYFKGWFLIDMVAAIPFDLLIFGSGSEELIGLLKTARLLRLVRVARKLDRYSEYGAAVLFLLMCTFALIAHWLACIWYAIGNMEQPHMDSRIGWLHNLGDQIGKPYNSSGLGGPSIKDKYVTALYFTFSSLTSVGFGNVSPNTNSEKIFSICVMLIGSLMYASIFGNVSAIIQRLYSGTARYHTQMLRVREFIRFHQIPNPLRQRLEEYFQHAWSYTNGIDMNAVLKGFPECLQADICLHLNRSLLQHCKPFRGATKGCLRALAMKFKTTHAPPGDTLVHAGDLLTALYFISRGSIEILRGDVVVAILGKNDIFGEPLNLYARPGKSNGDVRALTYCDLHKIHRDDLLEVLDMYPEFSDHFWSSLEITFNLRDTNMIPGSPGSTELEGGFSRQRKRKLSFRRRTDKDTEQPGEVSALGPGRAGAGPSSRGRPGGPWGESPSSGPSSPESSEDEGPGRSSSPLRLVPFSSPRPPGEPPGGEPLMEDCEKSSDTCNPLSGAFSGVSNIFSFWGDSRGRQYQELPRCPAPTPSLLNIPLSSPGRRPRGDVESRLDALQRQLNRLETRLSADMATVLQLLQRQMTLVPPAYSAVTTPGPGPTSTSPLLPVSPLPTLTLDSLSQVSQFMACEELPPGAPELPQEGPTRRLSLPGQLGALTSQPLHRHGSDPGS
# KCNQ1 block: inhibitors of human KCNQ1 channel, primary screen, cell-based, thallium flux, high-throughput | B-score at 10 µM | Potassium voltage-gated channel subfamily KQT member 1 (Homo sapiens), P51787 | 310,000 tested, 1.3% active | CHO-K1 KCNQ1, FluxOR thallium flux fluorescence; active compounds read high;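 active = compounds whose thallium flux B-score, printed positive for inhibition, exceeds three library SD while starting fluorescence stays within three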;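 also: channel opened by potassium depolarization with thallium stimulus after 20 min compound exposure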
# DYRK1A inh: rat Dyrk1A kinase inhibitors, primary screen, biochemical, single point, plate reader; ADP-Glo luminescence, NFATc1 peptide; inhibition, % at 12.5 µM; Dual specificity tyrosine-phosphorylation-regulated kinase 1A (Rattus norvegicus), Q63470; 310,000 tested, 0.43% active; AID 504441, 2011; in the data active = inhibition above about 50%;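 also: plate controls were vehicle with enzyme for no effect and no enzyme for full effect; many of its hits are not listed in these tables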
# KCNK9 block: KCNK9 potassium channel inhibitors, primary screen, HEK293 cells, thallium flux; 310,000 tested, 1.2% active; FluxOR thallium flux fluorescence; active compounds read low; Potassium channel subfamily K member 9 (Homo sapiens), Q9NPC2; B-score at 10 µM; AID 488922, 2010;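 active = ratio B-score over 3 SD below the library mean, with starting fluorescence within 5 SD of its mean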;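 also: negative B-score means less thallium flux so channel inhibition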
# Active calls of the source: *; i = inactive; / = no result given. Not all compounds are listed; the hit share may differ from the screen's.
SMILES,TMEM16A inh,TRPC4 PAM,TRPC4 act,KCNQ1 act,ANO1 activ,HDAC3 inhib,KCNK3 block,hERG protect,KCNQ1 block,DYRK1A inh,KCNK9 block
COc1ccc(CNC(=O)CSc2nnc(C)n2-c2ccc(F)cc2)cc1,i,i,i,i,i,1,i,-8,i,-4,i
Oc1ccc(/C=N/N2CCN(C3c4ccccc4-c4ccccc43)CC2)cc1O,i,i,i,i,i,4,i,-17,i,0,i
COc1cc(OC)c2c(=O)cc(-c3cccnc3)oc2c1,i,i,i,i,i,1,i,-8,i,6,i
O=C(C1CCCN1S(=O)(=O)c1cccc2nsnc12)N1CCCCCC1 (stereo not drawn),i,i,i,i,i,3,i,-15,i,1,i
CC(C)NC(=O)C1CCN(Cc2cccc(Oc3ccccc3)c2)CC1,i,i,i,i,i,-2,i,-4,i,-1,i
O=C(NCc1cccc(F)c1)C1CCN(S(=O)(=O)Cc2ccccc2)CC1,i,i,i,i,i,0,i,-10,i,-7,i
COc1cccc(-c2ccc(SCC(=O)N3CCOCC3)nn2)c1,i,i,i,i,i,12,i,-12,i,/,i
CC12CCC(C(=O)N3CCCCC3)(CC1=O)C2(C)C (stereo not drawn),i,i,i,i,i,7,i,-12,i,-3,i
Cc1cc(C)nc(/N=C(\N)Nc2ccc(OCCC(C)C)cc2)n1,100*,i,51*,i,i,-3,i,-12,i,/,i
CC(C)(C)OC(=O)N1CCC(C(=O)N2CCOCC2)CC1,i,i,i,i,i,-1,i,-2,i,-7,i
CCOC(=O)c1cn(CC(=O)Nc2ccc(CC)cc2)nn1,i,i,i,i,i,5,i,-17,i,2,i
Cc1nn(C)cc1/C=N/NC(=O)C1(O)c2ccccc2-c2ccccc21,i,i,i,i,i,1,i,-3,i,-4,i
CCc1cccc(NC(=O)CCc2c(C)nn(-c3ccc(N4CCOCC4)nn3)c2C)c1,i,i,i,i,i,-4,i,-10,i,-9,i
CN1C(=O)C2(c3ccccc31)c1c(oc3ccccc3c1=O)C(=O)N2CCCO (stereo not drawn),i,i,i,i,i,-2,i,-4,i,-3,i
COc1ccccc1NC(=O)COC(=O)Cc1cccs1,i,i,i,i,i,-3,i,-9,i,-3,i
O=C(NC12CC3CC(CC(C3)C1)C2)N1CCN(c2nc(-c3ccccc3)cs2)CC1,i,i,i,i,i,4,i,-6,i,3,-6.7*
CCCCn1c(N)c(N(CCC(C)C)C(=O)c2ccc([N+](=O)[O-])s2)c(=O)[nH]c1=O,i,i,i,i,i,-1,i,-17,i,14,i
COc1cccc(CNC(=O)C(CCSC)NS(=O)(=O)c2ccc3c(c2)oc(=O)n3C)c1 (stereo not drawn),i,i,i,i,i,/,i,-2,i,-1,i
COc1cc(/C=C(\C#N)C(=O)NCc2ccccc2)ccc1OCc1ccc(C(=O)O)cc1,i,i,i,i,i,-10,i,-10,i,-13,i
O=C(NCc1ccc(F)cc1)Nc1ccc(Cl)cc1,i,i,i,i,i,5,i,-7,i,2,i
CC(C)(C)c1cc(C(C)(C)C)n(-c2ccccc2)n1,i,i,i,i,i,-1,i,-8,i,-7,i
O=C(N/N=C/c1c[nH]c2ccc(Br)cc12)c1ccc2c(c1)OCO2,i,i,i,i,i,-11,i,-28,i,46,i
CCN1CCCC1CNC(=O)c1ccc2c(c1)NC(=O)/C(=C\c1ccc(C)cc1)S2 (stereo not drawn),i,i,i,i,i,10,i,-22,11*,-2,i
CCOC(=O)CSc1nc2c(c(=O)n(Cc3ccccc3Cl)c(=O)n2C)n1C,i,i,i,i,i,3,i,-8,i,17,i
O=C(NCCc1nc(-c2ccccc2)no1)c1ccco1,i,i,i,i,i,-5,i,-4,i,3,i

# Full records, quoted from the list:
# Entry for CC(C)(C)OC(=O)N1CCC(C(=O)N2CCOCC2)CC1 = TMEM16A inh: i; TRPC4 PAM: i; TRPC4 act: i; KCNQ1 act: i; ANO1 activ: i; HDAC3 inhib: -1; KCNK3 block: i; hERG protect: -2; KCNQ1 block: i; DYRK1A inh: -7; KCNK9 block: i
# Entry for CCOC(=O)c1cn(CC(=O)Nc2ccc(CC)cc2)nn1 = TMEM16A inh: i; TRPC4 PAM: i; TRPC4 act: i; KCNQ1 act: i; ANO1 activ: i; HDAC3 inhib: 5; KCNK3 block: i; hERG protect: -17; KCNQ1 block: i; DYRK1A inh: 2; KCNK9 block: i

# Continuation.
SMILES,TMEM16A inh,TRPC4 PAM,TRPC4 act,KCNQ1 act,ANO1 activ,HDAC3 inhib,KCNK3 block,hERG protect,KCNQ1 block,DYRK1A inh,KCNK9 block
Cc1cccc(N(C(=O)c2ccc(CN3CCOCC3)o2)C(C(=O)NC(C)(C)C)c2ccc(F)cc2)c1 (stereo not drawn),i,i,i,i,i,9,i,-14,i,0,i
COc1ccc(NC(=O)Cn2c(=O)n(CC3CCCO3)c(=O)c3cc(OC)c(OC)cc32)cc1OC (stereo not drawn),i,i,i,i,i,12,i,-12,i,-3,i
COC(=O)c1c(C(C)=O)c(C)n(C)c1C,i,i,i,i,i,2,i,-6,i,-2,i
Cc1ccc2nc(C3CCN(C(=O)NCc4ccccc4)CC3)[nH]c2c1,i,i,i,i,i,-2,i,-4,i,9,i
Nc1cc(OCC(F)(F)F)cc([N+](=O)[O-])c1,i,i,i,i,i,-7,i,-11,i,-1,i
COCC(=O)n1nc(-c2ccccc2)nc1NCc1ccc(F)cc1,i,i,i,i,i,-2,i,-14,i,2,i
CCC/C(=N/NC(=O)c1nnn(-c2nonc2N)c1CN1CCCCC1)c1ccccc1,i,i,i,i,i,7,i,-13,i,-14,i
O=C(O)CSc1nnc(-c2ccc(Cl)cc2)n1-c1ccccc1,i,i,i,i,i,2,i,-1,i,/,i
Cn1cccc1C1Nc2ccccc2NC2=C1C(=O)CC(C)(C)C2 (stereo not drawn),i,i,i,i,i,1,i,-3,i,8,i
Cn1cc(C(=O)C(F)(F)F)c2ccccc21,i,i,i,i,i,12,i,-11,i,-3,i
CC(C)OC(=O)Nc1ccc2c(c1)N(C(=O)N1CCN(C)CC1)c1ccccc1CC2,i,i,i,i,i,-5,i,-6,i,6,i
Nn1c(Cc2ccccc2)nc2sc3c(c2c1=O)CCC3,i,i,i,i,i,/,i,-14,i,-3,i
CCO[C@H]1OC(C(=O)N2CCN(Cc3ccccc3)CC2)=C[C@@H](c2ccc(C(F)(F)F)cc2)[C@@H]1CCCO,i,i,i,i,i,8,i,-8,i,1,i
Cc1c(SCCO)c(=O)[nH]c2cc3c(cc12)OCO3,i,i,i,i,i,-2,i,-4,i,4,i
CCOC(=O)C1C(c2ccc(O)c(OC)c2)NC(=O)NC1(O)C(F)(F)F (stereo not drawn),i,i,i,i,i,1,i,-3,i,4,i
Cc1ccc(CN2C3=NC(=O)CN3c3ccccc32)cc1,i,i,i,i,i,0,i,-2,i,1,i
C=CCn1c(SCCOc2ccc(OC)cc2)nnc1C(C)NC(=O)Cc1ccc(OC)cc1 (stereo not drawn),i,i,i,i,i,-2,i,-10,i,-2,i
Cc1cc(C)nc(SCc2nnc(SCC(N)=O)o2)n1,i,i,i,i,i,0,i,1,i,-6,i
O=C1C(=O)N(Cc2cccs2)c2ccccc21,i,i,i,i,i,8,i,-3,i,8,i
O=C(NCc1nc2ccccc2[nH]1)c1cc2ccccc2oc1=O,i,i,i,i,i,8,i,-3,i,4,i
CCOC(=O)c1c(NC(=S)Nc2ccc(OC)cc2)sc2c1CCC2,i,i,i,i,i,3,i,-17,i,2,i
O=C(Nc1ccc2c(c1)OCO2)C(c1ccccc1)N1CCC2(CC1)OCCO2 (stereo not drawn),i,i,i,i,i,6,i,-6,i,3,i
CC(C)(C)Nc1nc(Cl)nc(N(C#N)CN2C(=O)c3ccccc3S2(=O)=O)n1,i,i,i,i,i,15,i,-13,i,-2,i
O=C(Nc1ccccc1)Nc1cccc2nsnc12,i,i,i,i,i,4,i,-8,i,44,i
Cc1cc(C)cc(N(CC(=O)O)S(=O)(=O)c2c(C)noc2C)c1,i,i,i,i,i,6,i,-3,i,-8,i
CC(=O)Nc1ccc(S(=O)(=O)n2cnc(C)c2)cc1,i,i,i,i,i,0,i,-7,i,-1,i

# Molecules shown so far that contain fluorine (9):
SMILES,TMEM16A inh,TRPC4 PAM,TRPC4 act,KCNQ1 act,ANO1 activ,HDAC3 inhib,KCNK3 block,hERG protect,KCNQ1 block,DYRK1A inh,KCNK9 block
COc1ccc(CNC(=O)CSc2nnc(C)n2-c2ccc(F)cc2)cc1,i,i,i,i,i,1,i,-8,i,-4,i
O=C(NCc1cccc(F)c1)C1CCN(S(=O)(=O)Cc2ccccc2)CC1,i,i,i,i,i,0,i,-10,i,-7,i
O=C(NCc1ccc(F)cc1)Nc1ccc(Cl)cc1,i,i,i,i,i,5,i,-7,i,2,i
Cc1cccc(N(C(=O)c2ccc(CN3CCOCC3)o2)C(C(=O)NC(C)(C)C)c2ccc(F)cc2)c1 (stereo not drawn),i,i,i,i,i,9,i,-14,i,0,i
Nc1cc(OCC(F)(F)F)cc([N+](=O)[O-])c1,i,i,i,i,i,-7,i,-11,i,-1,i
COCC(=O)n1nc(-c2ccccc2)nc1NCc1ccc(F)cc1,i,i,i,i,i,-2,i,-14,i,2,i
Cn1cc(C(=O)C(F)(F)F)c2ccccc21,i,i,i,i,i,12,i,-11,i,-3,i
CCO[C@H]1OC(C(=O)N2CCN(Cc3ccccc3)CC2)=C[C@@H](c2ccc(C(F)(F)F)cc2)[C@@H]1CCCO,i,i,i,i,i,8,i,-8,i,1,i
CCOC(=O)C1C(c2ccc(O)c(OC)c2)NC(=O)NC1(O)C(F)(F)F (stereo not drawn),i,i,i,i,i,1,i,-3,i,4,i
